SIAE primary = inhibitors of human sialic acid acetylesterase SIAE; SIAE FP-Rh probe binding, fluorescence polarization; actives 0.69% (n = 370,000); Q9HAT2; inhibition, % at 9.66 µM;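 active means inhibition above a cutoff: mean of compounds within the control limits plus 3 SD of those, cut at about 17% in these data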;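 further: 0% = plate median of compound wells and 100% = probe without SIAE protein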
ADAM17 inh = inhibits human ADAM17 | P78536 | inhibition, % at 6.95 µM | actives 0.83% (n = 370,000) | AID 720648 | recombinant ADAM17, EDANS/DABCYL FRET peptide cleavage;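 active means inhibition above the mean of compounds lying between control limits plus 3 SD, set per campaign, cut at about 8.5% in these data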;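 further: 0% = DMSO-only wells as the low control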
PLC-gamma1 inh = blocks human PLC-gamma1 enzyme activity. purified PLC-gamma1, fluorogenic substrate, fluorescence. inhibition, % at 12.2 µM. actives 0.84% (n = 370,000). P19174. AID 720700; in the data active means inhibition above about 9.5%
PLC-beta3 inh = inhibitors of human phospholipase C beta3; Purified PLC-beta3, fluorogenic substrate, fluorescence; actives 0.18% (n = 370,000); inhibition, % at 12.2 µM; in the data active means inhibition above about 11%;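 further: 0% = median of compound wells on plate and 100% = full blocker control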
DDE Tn6 FP inh = inhibitors of Tn6 peptide binding to human fibrin DD(E); P02675; actives 0.21% (n = 370,000); AID 720509; Fibrin DD(E) TRITC-Tn6 fluorescence polarization displacement; inhibition, % at 8.3 µM;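 active means inhibition above a per-campaign cutoff: mean of compounds within control limits plus 3 SD, cut at about 15% in these data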;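 further: 0% = median of all compound wells on the plate and 100% = blocking peptide control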
Target sequence (P02675 whole entry, looked up): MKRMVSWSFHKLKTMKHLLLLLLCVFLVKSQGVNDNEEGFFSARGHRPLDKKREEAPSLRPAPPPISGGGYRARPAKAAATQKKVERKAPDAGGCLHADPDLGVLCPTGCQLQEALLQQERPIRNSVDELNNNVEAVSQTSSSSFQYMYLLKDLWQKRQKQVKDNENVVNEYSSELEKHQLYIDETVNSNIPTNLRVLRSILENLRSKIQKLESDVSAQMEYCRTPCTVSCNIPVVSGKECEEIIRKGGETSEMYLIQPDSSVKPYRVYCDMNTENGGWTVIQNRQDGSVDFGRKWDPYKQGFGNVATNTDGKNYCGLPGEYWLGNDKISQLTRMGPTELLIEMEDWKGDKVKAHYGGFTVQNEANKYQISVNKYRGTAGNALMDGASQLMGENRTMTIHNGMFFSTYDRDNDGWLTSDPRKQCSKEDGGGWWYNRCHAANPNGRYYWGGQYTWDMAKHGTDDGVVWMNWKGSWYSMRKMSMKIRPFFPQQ
Tn7 DDE FP = disrupts Tn7 cyclic peptide binding to fibrin D-Dimer-E complex; P02675; FP displacement of FITC-Tn7 peptide from fibrin DD(E); 0% = median of compound wells per plate; inhibition, % at 8.3 µM; actives 0.13% (n = 370,000); AID 720508;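 active means inhibition above the mean of compounds falling within the control limits plus 3 SD of them, cut at about 14% in these data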;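 further: 0% = plate median of compound wells and 100% = 10 µM Aha-Tn7 peptide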
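Test system: human clot-derived fibrin DD(E) complex / Quantity: 2 µM final DD(E) protein / Incubation: 10 min plus 3 h, room temperature / Measured by: fluorescence polarization / Benchmarks: high control of 10 µM Aha-Tn7 peptide / Replicates: singlicate testing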
ADAM10 inh = ADAM10 inhibition, QFRET primary screen | recombinant ADAM10, EDANS/DABCYL FRET peptide cleavage, 3 h | AID 720582 | O14672 | inhibition, % at 7 µM | actives 0.62% (n = 370,000);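 active means inhibition above a per-campaign cutoff equal to the mean of compounds falling between control-based bounds plus 3 SD, cut at about 20% in these data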;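 further: 0% = DMSO wells while the 100% control is not disclosed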
ASAP1 inh = ASAP1 ArfGAP inhibition; inhibition, % at 16.5 µM; ASAP1-stimulated ARF1 GTP hydrolysis, GDP FP detection; Q9ULH1; AID 624377; actives 0.19% (n = 360,000); in the data active means inhibition above about 25%;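 further: 0% = vehicle with enzyme and substrate and 100% = no enzyme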
Target sequence (Q9ULH1 325-724 limits assumed): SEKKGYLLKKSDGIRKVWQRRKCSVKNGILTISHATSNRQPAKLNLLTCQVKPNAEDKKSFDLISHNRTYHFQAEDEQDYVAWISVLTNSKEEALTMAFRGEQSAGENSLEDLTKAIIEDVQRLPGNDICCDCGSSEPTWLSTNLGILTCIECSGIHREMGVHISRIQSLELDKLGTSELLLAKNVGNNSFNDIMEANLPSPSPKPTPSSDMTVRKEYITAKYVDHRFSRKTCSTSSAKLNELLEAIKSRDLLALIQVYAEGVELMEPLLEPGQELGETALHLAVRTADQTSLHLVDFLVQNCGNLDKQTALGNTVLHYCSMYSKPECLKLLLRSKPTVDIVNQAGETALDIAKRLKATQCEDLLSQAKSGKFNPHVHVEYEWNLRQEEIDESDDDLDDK
ARFGAP1 inh = inhibits rat ARF GTPase activating protein 1; Arfgap1-stimulated ARF1 GTP hydrolysis, GDP FP detection; actives 0.26% (n = 360,000); inhibition, % at 16.5 µM;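 active means inhibition above a per-plate limit, mean inhibition of low control wells plus 3 SD, cut at about 25% in these data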;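 further: 0% = DMSO wells with enzyme and 100% = wells lacking Arfgap1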
Target sequence (Q62848 1-136 limits assumed): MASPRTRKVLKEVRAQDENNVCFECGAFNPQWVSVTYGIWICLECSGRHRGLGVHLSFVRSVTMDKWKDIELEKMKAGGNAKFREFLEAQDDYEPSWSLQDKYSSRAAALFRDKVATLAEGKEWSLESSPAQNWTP
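system = rat Arfgap1 catalytic domain, aa 1-136 | technique = FP, GDP Alexa 633 tracer displaced from anti-GDP antibody, 620/688 nm | compound = one concentration, 16.5 µM, DMSO 1.26% | medium = HEPES-based buffer, pH 7.5 | timing = compound-enzyme preincubation 20 min, reaction 120 min, detection 60 min, 25 °C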
TDP2 inh = TDP2 (human) inhibition, absorbance primary screen; O95551; recombinant TDP2, T5PNP hydrolysis, p-nitrophenol absorbance 415 nm; inhibition, % at 12.8 µM; actives 0.34% (n = 370,000);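 active means inhibition above the mean of all tested compounds plus 3 SD, set per campaign, cut at about 25% in these data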;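 further: 0% = DMSO with enzyme and 100% = buffer with substrate but no TDP2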
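Test system: Human TDP2 enzyme | Reagent: 5 mM T5PNP | Compound dosing: 12.8 µM single point, 1% DMSO | Incubation: Enzyme reaction with compound for 2 h at 37 °C | Technique: p-Nitrophenol epi absorbance | Read-out: % inhibition relative to enzyme-containing and enzyme-free wells | Benchmarks: High control without enzyme, low control DMSO plus TDP2 | Replicates: Singlicate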
* = called active by the depositor; i = inactive.

Sample of the layout:
SMILES	SIAE primary	ADAM17 inh	PLC-gamma1 inh	PLC-beta3 inh	DDE Tn6 FP inh	Tn7 DDE FP	ADAM10 inh	ASAP1 inh	ARFGAP1 inh	TDP2 inh
Cc1ccccc1NC(=O)COC(=O)CCSc1ccccc1	3	-4	0	-3	-1	6	-1	-1	5	8
O=C(Nc1ccc(Cl)c(S(=O)(=O)N2CCCCC2)c1)c1cnccn1	-1	5	-2	-6	1	-1	0	4	1	-14
CN(CC#CC(O)(c1ccccc1)c1ccccc1)C(C)(C)C	2	-2	4	-3	-6	0	4	5	11	1
COC(=O)Cn1c(O)c(N=NC(=O)CNC(=O)c2ccncc2)c2ccccc21	0	1	8	-3	0	-3	7	5	4	-14
O=C(Nc1ccccc1Sc1ccccc1)c1ccccc1F	-3	0	-3	-1	-2	-1	2	9	4	-4
O=c1cc(N2CCCC2)c2ccccc2o1	8	-4	0	2	-2	0	6	-7	-7	0
CCOC(=O)c1c(C)[nH]c(C(=O)COC(=O)/C=C/c2ccc3c(c2)OCO3)c1C	-2	-5	1	-2	0	2	-8	-4	-3	10
CCCN(CC(=O)Nc1ccccc1C)C(=O)c1ccc(S(=O)(=O)N2CCCCCC2)cc1	-5	-2	-5	-13	2	4	-14	-17	0	-4
Cc1ccccc1-c1nc2ccc(Cl)cc2c(=O)n1O	2	-8	-19	-29	2	0	-11	1	-8	8
Cc1cccc(NC(=O)CCN2CCCCC2)c1	1	1	6	-3	1	0	7	7	2	0
COc1ccc(-c2cnc(N)n2C)cc1	-2	-3	-10	-15	-2	-4	-12	2	-5	3
COc1cc(C(=O)O)ccc1Cl	4	-4	-2	-10	6	8	1	1	-10	9

The list itself, repeating the preview:
SMILES	SIAE primary	ADAM17 inh	PLC-gamma1 inh	PLC-beta3 inh	DDE Tn6 FP inh	Tn7 DDE FP	ADAM10 inh	ASAP1 inh	ARFGAP1 inh	TDP2 inh
Cc1ccccc1NC(=O)COC(=O)CCSc1ccccc1	3	-4	0	-3	-1	6	-1	-1	5	8
O=C(Nc1ccc(Cl)c(S(=O)(=O)N2CCCCC2)c1)c1cnccn1	-1	5	-2	-6	1	-1	0	4	1	-14
CN(CC#CC(O)(c1ccccc1)c1ccccc1)C(C)(C)C	2	-2	4	-3	-6	0	4	5	11	1
COC(=O)Cn1c(O)c(N=NC(=O)CNC(=O)c2ccncc2)c2ccccc21	0	1	8	-3	0	-3	7	5	4	-14
O=C(Nc1ccccc1Sc1ccccc1)c1ccccc1F	-3	0	-3	-1	-2	-1	2	9	4	-4
O=c1cc(N2CCCC2)c2ccccc2o1	8	-4	0	2	-2	0	6	-7	-7	0
CCOC(=O)c1c(C)[nH]c(C(=O)COC(=O)/C=C/c2ccc3c(c2)OCO3)c1C	-2	-5	1	-2	0	2	-8	-4	-3	10
CCCN(CC(=O)Nc1ccccc1C)C(=O)c1ccc(S(=O)(=O)N2CCCCCC2)cc1	-5	-2	-5	-13	2	4	-14	-17	0	-4
Cc1ccccc1-c1nc2ccc(Cl)cc2c(=O)n1O	2	-8	-19	-29	2	0	-11	1	-8	8
Cc1cccc(NC(=O)CCN2CCCCC2)c1	1	1	6	-3	1	0	7	7	2	0
COc1ccc(-c2cnc(N)n2C)cc1	-2	-3	-10	-15	-2	-4	-12	2	-5	3
COc1cc(C(=O)O)ccc1Cl	4	-4	-2	-10	6	8	1	1	-10	9
O=C(Nc1ccc(-c2nc3ccccc3[nH]2)cc1)c1ccccc1NS(=O)(=O)c1ccc(F)cc1	-18	-346	-370	-446	-15	-4	i	11	20	10
COc1ccccc1-c1cc(N)n(S(=O)(=O)c2cccc3nsnc23)n1	3	4	12*	3	-6	7	23*	3	-5	-7
NC(=O)c1cc(N)ccc1N1CCCCC1	1	-2	-28	-27	4	5	-1	-15	-1	-7
CC(Oc1ccccc1)C(=O)NC1=NCCS1 (stereo not drawn)	-1	0	2	-1	2	2	3	17	4	8
O=CN1N=C(c2ccccc2)CC1c1ccc(Cl)cc1 (stereo not drawn)	-1	1	2	-2	11	-2	4	4	-4	10
O=C1CNC(=S)N1Cc1cccc(Cl)c1	-5	-4	-5	-7	-5	4	-1	5	1	8
Cc1ccc(NC(=O)C2CC(=O)Nc3nncn32)cc1 (stereo not drawn)	8	3	7	0	-1	-2	0	3	7	-1
COc1ccc(CCC(=O)NCCc2nc3ccccc3[nH]2)cc1	-5	-2	1	-5	-4	-1	7	-1	2	-6
CC(=O)Nc1ccc(NC(=O)c2ccc(S(=O)(=O)N(C)c3ccccc3)cc2)cc1	-1	0	2	-3	5	-5	-2	3	7	-11
CCC(C)(C)NC(=O)C(c1ccc(C)cc1)N(Cc1cccnc1)C(=O)c1csnn1 (stereo not drawn)	-8	-1	0	3	-2	2	1	11	0	-12
CCCc1cc(=O)oc2c3c(cc(OCC(=O)N4CCC[C@H]4C(=O)O)c12)OC(C)(C)CC3	2	i	i	i	2	4	i	3	-8	10
O=C(Nc1cc(S(=O)(=O)N2CCCCC2)ccc1N1CCOCC1)c1ccc(C(F)(F)F)cc1	-4	-4	-3	-3	1	-2	1	-9	-5	5
Clc1cccc(CSc2nc3ccncc3[nH]2)c1	-4	-5	2	2	-5	-2	-8	6	5	5
O=c1[nH]c2c(s1)C(c1ccc(O)cc1)C1C3CCC(C3)C1S2 (stereo not drawn)	3	0	0	-2	-5	6	-3	3	-5	-11
Cc1nn(C)c(C(=O)NNC(=S)NC2CCCCC2)c1Cl	3	0	-3	-2	-1	2	-7	17	5	1
Cc1ccccc1OCC(=O)N/N=C/c1ccc(Sc2nc3ccccc3s2)o1	-42	0	2	1	2	3	2	14	4	-13
Cc1ccc(NC(=S)N2CCN(c3ncccn3)CC2)cc1C	10	2	0	3	1	0	3	-5	3	13
Cc1ccc2nc(-c3cccc(Br)c3)c(Cc3cccc(Cl)c3)n2c1	9	-7	-10	-16	-6	4	-23	2	-1	10
CCCc1cc(N2CCOCC2)n2ncc(-c3ccccc3)c2n1	-3	0	-26	-49	6	-9	-4	-17	10	-9
Cc1cccc(NC(=O)C2CCN(C(=O)c3ccc(F)cc3)CC2)n1	-2	-2	2	-3	-1	2	-7	-19	-5	8
O=C(CN1CCCc2ccccc21)NC(=O)NCc1ccco1	1	-4	-8	-10	-8	3	-6	12	-6	13
Cc1ccc(NC(=S)Nc2ccc(S(=O)(=O)N3CCOCC3)cc2)cc1S(=O)(=O)N1CCOCC1	0	3	-1	-1	0	-1	-1	-10	-4	-15
Cc1ccc2cccc(N)c2n1	32*	-2	-1	-11	1	-4	-1	-5	4	3
CC1=CC(=O)C=C/C1=C(/c1ccc(O)cc1C)c1ccccc1S(=O)(=O)O	-2	-1	-18	-26	-3	1	0	-3	6	-1
Cc1nc(C)c(-c2csc(NCc3ccccc3)n2)s1	-2	-5	-8	-10	4	0	-8	-1	5	-16
COC(=O)C(C)(C)ONC(=O)Nc1ccccc1Cl	1	-2	0	-1	-5	-1	-10	-2	4	-5
COc1ccc(C(Nc2ccccn2)c2oc(CO)cc(=O)c2O)cc1 (stereo not drawn)	1	-5	-4	-6	-1	3	0	5	8	7
CC1CN(C(=S)NC(=O)c2cccc([N+](=O)[O-])c2)CC(C)O1 (stereo not drawn)	-1	3	2	4	-17	-3	3	-8	-1	-9
COc1ccc(N(C2=NCCCS2)S(=O)(=O)c2ccc(C(C)(C)C)cc2)cc1	-4	0	1	2	3	1	6	-8	4	16
CCC(C)c1ccccc1NC(=O)c1cccnc1 (stereo not drawn)	5	-5	3	-2	-1	2	-10	-5	-1	5
CCC(C)(C)NC(=O)CCCSc1nc2ccccc2s1	0	0	-1	1	1	1	-2	5	4	1
Cc1cc(C)cc(NC(=O)C2CCCC2)c1	-9	-2	2	5	1	1	0	-8	3	-1
O=C(CN1CCOCC1)Nc1ccc(Cl)cc1	-3	-2	-1	-7	5	8	0	3	-6	-1
CCc1nc2ccc(C(=O)Nc3ccc(OC)c(OC)c3)cn2c1N(C)Cc1nccs1	10	4	3	-2	2	8	0	6	-7	-3
Cc1nonc1N1CCN(Cc2cn[nH]c2-c2ccc(F)cc2F)CC1	9	-1	1	-5	-6	-11	5	6	-2	6
Cc1ccc(C2=C/C(=C\c3cccnc3)C(=O)O2)cc1	-2	-8	-20	-19	-2	8	-7	7	7	-11
CC(NC(=O)COc1ccccc1)C(=O)N1CCN(c2ccc(F)cc2)CC1 (stereo not drawn)	-1	-2	-3	-6	-6	-9	-1	-2	-1	7
Nc1ccc(S(=O)(=O)NCC(=O)OC2CCOC2=O)cc1[N+](=O)[O-] (stereo not drawn)	-3	0	2	-3	1	-1	-11	0	-5	-7
Remaining list, next part
SMILES	SIAE primary	ADAM17 inh	PLC-gamma1 inh	PLC-beta3 inh	DDE Tn6 FP inh	Tn7 DDE FP	ADAM10 inh	ASAP1 inh	ARFGAP1 inh	TDP2 inh
CC1(C(=O)NCc2cc(F)cc(C(F)(F)F)c2)C=CC2(CCCCC2)N1C(=O)c1ccccc1 (stereo not drawn)	0	-1	2	1	-2	3	-8	6	10	-3
COc1ccc(NC(=O)c2cc(-c3ccccc3OC)on2)cc1	-6	-3	-1	2	6	5	-3	-3	10	0
Cc1nnc(SCCC(=O)Nc2ccccc2Cl)o1	3	-1	1	-3	-1	0	5	-7	-1	11
Cc1cc(=O)n2[nH]c(-c3ccsc3-n3c(C)ccc3C)cc2n1	-5	-11	-32	-52	-7	-4	-25	14	4	0
COc1ccccc1NC(=O)CCN1CCCCCC1	-8	-4	2	1	-6	4	1	-2	-9	-5

Individual results from the results shown:
For DDE Tn6 FP inh, `O=C(Nc1ccccc1Sc1ccccc1)c1ccccc1F` shows -2
For ARFGAP1 inh, `CC(=O)Nc1ccc(NC(=O)c2ccc(S(=O)(=O)N(C)c3ccccc3)cc2)cc1` shows 7

Compounds were not picked by outcome, and some 3.6% of all compounds hit somewhere here.
